Screening data as filed in PubChem.
GPR55 beta-arrestin = selective activators of receptor GPR55 – imaging, U2OS cells, beta-arrestin-GFP redistribution, primary screen (AID 1961); activation, % at 10 µM, or EC50 in µM where a hit was titrated; actives 0.048% (n = 290,000); U2OS GPR55 beta-arrestin-GFP redistribution imaging; higher % means a stronger effect;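 active means activation above 40% with more than 50 cells counted in the well; inconclusive means wells holding fewer than 50 cells, flagged as toxic or sparse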;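 further: U2OS osteosarcoma cells stably expressing GPR55 and beta-arrestin-GFP; plate controls were DMSO negative control for no effect and LPI positive control for full effect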
GPR35 arrestin U2OS = inhibition of zaprinast-stimulated GPR35 beta-arrestin translocation – imaging, U2OS, beta-arrestin-GFP, zaprinast agonist, primary screen (AID 2058); U2OS GPR35 beta-arrestin-GFP translocation imaging, zaprinast antagonism; higher % means a stronger effect; actives 0.052% (n = 290,000); inhibition, % at 10 µM; hits with a dose series show IC50 in µM;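 active means inhibition of at least 50% with at least 30 cells and total cytoplasm GFP at most 10,000,000; inconclusive means under 30 cells or total GFP of 10,000,000 plus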
MgcRacGAP inhibition = MgcRacGAP GTPase-activating activity inhibitors, confirmation, biochemical, ADP Hunter fluorescence. actives 0.6% (n = 340,000). MgcRacGAP-stimulated Rac1 GTP hydrolysis, ADP Hunter fluorescence; higher % means a stronger effect; GST-tagged Rac1 F28L mutant substrate. AID 624330. inhibition, % at 30 µM; hits with a dose series show IC50 in µM;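 active means first-screen hits whose inhibition reached a set limit at any dose in the follow-up dose series; inconclusive means inhibition above the set first-screen limit but never retested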;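 further: fluorescence reports GDP produced by GAP-driven GTP hydrolysis; strong numbers were not always called active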
SV40 large T antigen = SV40 large T antigen inhibitors, biochemical (AID 1903). SV40 large T antigen ATPase/helicase inhibition assay; higher % means a stronger effect. inhibition, % at 20 µM, or IC50 in µM where a hit was titrated. actives 0.39% (n = 310,000); in the data active means a potency from the dose series; inconclusive means inhibition mostly from about 32% at the one dose, without a potency; inactive means the rest, 99 in 100 with inhibition below about 32%; further: strong numbers were not always called active
AID2073 = inhibitors of Mint1-CaV2.2 protein interaction, biochemical, HTRF (AID 2073). actives 0.19% (n = 290,000). inhibition, % at 20 µM, or IC50 in µM where a hit was titrated. HTRF protein-protein interaction, Mint1-CaV2.2; higher % means a stronger effect; in the data active means inhibition mostly above about 51%, no sharp cut-off; inconclusive means no clear call, values can overlap the other calls; inactive means mostly below about 53%; further: some results filed as inactive read as strong as hits
NTR1 agonist = agonists of NTR1, primary screen, imaging, U2OS cells, beta-arrestin-GFP, high content (AID 493036). actives 0.17% (n = 330,000). activation, % at 20 µM. P30989. NTR1-U2OS beta-arrestin-GFP spot imaging, agonist mode;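 active means activation at or above 40% of the spot to cytoplasm intensity ratio, with at least 20 cells analyzed; inconclusive means wells under 20 cells, flagged as cytotoxic or low count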;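 further: 0% = DMSO without peptide and 100% = 100 nM NTR1 peptide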
Target sequence (P30989 whole entry, looked up): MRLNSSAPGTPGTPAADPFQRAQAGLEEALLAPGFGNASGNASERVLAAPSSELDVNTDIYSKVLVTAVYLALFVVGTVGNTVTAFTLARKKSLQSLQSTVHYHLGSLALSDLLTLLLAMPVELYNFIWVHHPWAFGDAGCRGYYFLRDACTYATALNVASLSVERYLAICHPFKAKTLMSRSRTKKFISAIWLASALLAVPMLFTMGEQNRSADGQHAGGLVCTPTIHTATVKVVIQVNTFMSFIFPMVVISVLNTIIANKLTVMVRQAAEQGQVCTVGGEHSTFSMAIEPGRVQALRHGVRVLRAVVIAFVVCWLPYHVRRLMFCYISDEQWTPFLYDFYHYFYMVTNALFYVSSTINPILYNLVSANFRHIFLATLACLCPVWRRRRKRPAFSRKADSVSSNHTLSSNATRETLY
GPR55 LPI antagonism = GPR55 antagonists blocking LPI-driven arrestin recruitment, primary screen, imaging, U2OS, beta-arrestin-GFP, LPI agonist (AID 2013). actives 0.13% (n = 290,000). inhibition, % at 10 µM; hits with a dose series show IC50 in µM. U2OS GPR55 beta-arrestin-GFP translocation imaging, LPI antagonism; higher % means a stronger effect;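 active means spots per cell inhibited over 60%, with over 100 cells counted and total cytoplasm intensity under 500,000; inconclusive means wells with under 100 cells, flagged as likely toxic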;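 further: U2OS cells stably carrying GPR55 and arrestin-GFP stimulated by 5 µM LPI near EC80; imaged beta-arrestin-GFP aggregate spots per cell after agonist stimulation; plate controls were LPI-stimulated DMSO wells for no effect and DMSO wells without LPI for full effect; some results filed as inactive read as strong as hits; confirmed hits need IC50 under 10 µM and bright autofluorescent wells are also inconclusive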
Yfh1-depleted yeast = mitochondrial function rescue without frataxin homolog – Friedreich's ataxia, plus single-dose screen, dose response (AID 1465). S. cerevisiae Yfh1-off respiration, WST-1 reduction, 72 h; higher fold induction means a stronger effect. fold induction at 50 µM, or EC50 in µM where a hit was titrated. actives 0.074% (n = 220,000);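 active means fold induction of absorbance versus untreated yeast above a set limit, then at least 30% activation at any dose in follow-up; inconclusive means repeats straddling the limit, or above it without dose testing; inactive means fold induction below the set limit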;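 further: activators that raise dye reduction in frataxin-depleted yeast; strong numbers were not always called active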
NS5 inhibitors = flavivirus cap methylation enzyme inhibition – biochemical, confirmation dose response, primary screen (AID 588689) | Dengue-2 NS5 methyltransferase capping enzyme assay, biochemical; higher % means a stronger effect | inhibition, % at 25 µM, or IC50 in µM where a hit was titrated | actives 0.3% (n = 340,000); in the data active means a potency from the dose series; inconclusive means inhibition above about 29% without an active follow-up result
NTR1 agonist cell count 20 µM = further read-out of NTR1 agonist, marked with its call; cell count; measured here: cell count, cytotoxicity flag
NS5 inhibitors pilot replicate = further read-out of NS5 inhibitors, marked with its call; inhibition, %; measured here: pilot screen replicate inhibition
* = called active by the depositor; i = inactive; ? = inconclusive; . = not tested or not shown.

SMILES | GPR55 beta-arrestin | GPR35 arrestin U2OS | MgcRacGAP inhibition | SV40 large T antigen | AID2073 | NTR1 agonist | NTR1 agonist cell count 20 µM | GPR55 LPI antagonism | Yfh1-depleted yeast | NS5 inhibitors | others
CC(=O)Nc1ccc(S(=O)(=O)N2CCN(C(=O)c3ccccc3F)CC2)cc1 | -0.2% | 4% | -2% | 4% | 3% | 2.2 | 86 | -1% | i | 5%
O=C(NN=C1CCCC1)c1[nH]c2ccc(Br)cc2c1-c1ccccc1 | 4.4% | 9% | . | 2% | 20% | 32 | 58 | -18% | i | .
NCCCCc1cn(CC(=O)N2CCNCC2)nn1 | -0.1% | -3% | 2% | 4% | 6% | 3.9 | 46 | 2% | i | -4%
CC1CCN(C(=O)CSc2nnc(CNC(=O)COc3ccc(Cl)cc3)o2)CC1 | 0.6% | -17% | 5% | 7% | 4% | 1.6 | 61 | -10% | i | -4%
COc1ccc(CNC(=O)[C@H](C)NC(=O)C2CCN(S(=O)(=O)c3ccc(C)cc3)CC2)cc1 | 0.0% | 1% | 0% | 5% | 6% | 0.2 | 78 | 0% | i | -3% | NS5 inhibitors pilot replicate=1.4
Cc1cc(C)nc(SC(C)C(=O)Nc2ccc(S(N)(=O)=O)cc2)n1 (stereo unspecified) | 0.5% | -9% | -14% | -8% | 10% | -4.1 | 94 | 11% | i | 8%
CCc1ccc(CN2CC(C(=O)O)CC2=O)cc1 (stereo unspecified) | -0.1% | 4% | -1% | 6% | -3% | 0.5 | 78 | 2% | i | 3%
CC(=O)C1=C(c2ccccc2)OC(N)=C(C#N)C1c1ccccc1F (stereo unspecified) | 0.2% | -16% | 9% | 9% | 8% | 0.8 | 42 | 6% | i | -1%
CCCc1nc2sc3ccccc3c(=O)c2c(=O)n1Cc1ccc(OC)cc1 | 0.0% | 1% | . | 19% | 12% | 5.2 | 57 | 4% | i | .
Cn1ccnc1/C(=N\NC(=O)c1ccccc1)c1cccc([N+](=O)[O-])c1 | -0.6% | 6% | 4% | 18% | -11% | -0.8 | 63 | 8% | i | -11%
COc1ccccc1C(=O)COC(=O)CCN=C1NS(=O)(=O)c2ccccc21 | . | . | 4% | 17% | . | 1.2 | 52 | . | . | 2%
CCn1nnc(-c2ccccc2NC(=O)c2cc(OC)c(OC)c(OC)c2)n1 | -0.1% | -17% | 1% | 6% | 0% | 4.5 | 55 | 6% | i | -7%
CCC(C)Sc1ccc([C@H]2N[C@@](C)(C(=O)OC)[C@H]3C(=O)N(C)C(=O)[C@@H]23)cc1OC (stereo partly specified) | . | . | 9% | 16% | . | 3.8 | 78 | . | . | -8%
CCNc1c([N+](=O)[O-])ncn1C | 0.0% | 6% | 12% | -1% | ? | 0.1 | 72 | -8% | i | -5%
COC(=O)c1cc(NS(=O)(=O)c2ccc(C(C)C)cc2)ccc1N1CCOCC1 | -0.2% | -7% | 11% | 12% | 13% | -0.7 | 60 | 7% | i | 7%
COC(=O)c1cnc(NNS(=O)(=O)c2ccc(C(F)(F)F)cc2)nc1C(F)(F)F | 0.2% | -15% | 12% | 12% | -3% | -0.6 | 55 | -2% | i | 0%
COc1ccc(C=NCCC2(O)CC(C)N(C)CC2C)cc1 (stereo unspecified) | -0.3% | 0% | 11% | 0% | 17% | -0.7 | 47 | -1% | i | 23%
CC1CCN(Cc2nc(Cl)c3c4c(sc3n2)CCC4)CC1 | -0.4% | -12% | 8% | 29% | -9% | 18 | 41 | -6% | i | -5%
Cc1ccc(F)c(NC(=S)Nc2cccc3ccccc23)c1 | -0.1% | 10% | 9% | -6% | -21% | 2.2 | 64 | 2% | . | -2%
CC(=O)NC(CC(C)C)C(=O)NC(CO)C(=O)NC(CCC(=O)O)C(=O)NC(C)C(=O)NC(CC(C)C)C(N)=O (stereo unspecified) | . | . | 2% | 5% | . | 2.2 | 88 | . | i | -7%
CC1CCC(C(C)C)C(OCC(O)CN2CCCC(C)C2)C1 (stereo unspecified) | -0.1% | -12% | 5% | 9% | -1% | 2.6 | 61 | 25% | i | 2%
Cc1nc(-c2ccc(Cl)cc2)sc1C1(C)CC(c2ccccc2F)=NO1 (stereo unspecified) | -0.1% | 11% | -1% | 0% | 16% | -2.9 | 87 | 14% | i | 2%
Cc1oc(-c2ccccc2Cl)nc1CS(=O)CC(=O)NC1CC1 (stereo unspecified) | -0.2% | 4% | -10% | 13% | 2% | 0.0 | 60 | 7% | . | -2%
CCc1ccc(N2C(=O)CC(N(CC3CCCO3)C(=O)/C=C/C(=O)O)C2=O)cc1 (stereo unspecified) | 0.7% | 13% | 12% | -10% | -8% | 1.8 | 68 | -16% | i | -3%
Cc1ccc(Cn2c(C(C)Nc3nc(-c4ccc(Cl)c([N+](=O)[O-])c4)cs3)nc3cc(C(F)(F)F)ccc32)cc1 (stereo unspecified) | . | . | 16% | 3% | . | 8.3 | 77 | . | i | -2%

Filtered by structure: those above containing a Cl atom (five)
SMILES | GPR55 beta-arrestin | GPR35 arrestin U2OS | MgcRacGAP inhibition | SV40 large T antigen | AID2073 | NTR1 agonist | NTR1 agonist cell count 20 µM | GPR55 LPI antagonism | Yfh1-depleted yeast | NS5 inhibitors | others
CC1CCN(C(=O)CSc2nnc(CNC(=O)COc3ccc(Cl)cc3)o2)CC1 | 0.6% | -17% | 5% | 7% | 4% | 1.6 | 61 | -10% | i | -4%
CC1CCN(Cc2nc(Cl)c3c4c(sc3n2)CCC4)CC1 | -0.4% | -12% | 8% | 29% | -9% | 18 | 41 | -6% | i | -5%
Cc1nc(-c2ccc(Cl)cc2)sc1C1(C)CC(c2ccccc2F)=NO1 (stereo unspecified) | -0.1% | 11% | -1% | 0% | 16% | -2.9 | 87 | 14% | i | 2%
Cc1oc(-c2ccccc2Cl)nc1CS(=O)CC(=O)NC1CC1 (stereo unspecified) | -0.2% | 4% | -10% | 13% | 2% | 0.0 | 60 | 7% | . | -2%
Cc1ccc(Cn2c(C(C)Nc3nc(-c4ccc(Cl)c([N+](=O)[O-])c4)cs3)nc3cc(C(F)(F)F)ccc32)cc1 (stereo unspecified) | . | . | 16% | 3% | . | 8.3 | 77 | . | i | -2%

Next part.
SMILES | GPR55 beta-arrestin | GPR35 arrestin U2OS | MgcRacGAP inhibition | SV40 large T antigen | AID2073 | NTR1 agonist | NTR1 agonist cell count 20 µM | GPR55 LPI antagonism | Yfh1-depleted yeast | NS5 inhibitors | others
COc1ccccc1Nc1nc(-c2sc(NC(=O)c3ccccc3)nc2C)cs1 | 0.0% | 2% | 4% | 6% | -15% | 2.7 | 93 | -15% | i | -12%
CN1CCCN=C1/C=C/c1cccs1 | -0.1% | -5% | 9% | 4% | 9% | 0.3 | 70 | -2% | . | 0%
COc1ccc2cc(C3CC(c4ccco4)=NN3C(=O)CCC(=O)O)c(Cl)nc2c1 (stereo unspecified) | -0.4% | -1% | 14% | 7% | 35% | 0.2 | 59 | 4% | i | -4%
CC1CCCCN1C(=O)CSc1nnc(-c2ccco2)o1 (stereo unspecified) | 0.0% | 1% | 6% | 0% | 8% | 0.8 | 54 | -8% | . | -4%
O=C(CN(Cc1ccccc1C(F)(F)F)C(=O)CNC(=O)c1ccco1)NC1CCCC1 | -0.1% | -26% | 3% | -2% | -5% | 3.1 | 74 | -4% | i | -2%
Cc1[nH]c2ccccc2c1/C=C(\C#N)C(=O)NCC1CCCO1 (stereo unspecified) | -0.2% | 0% | 7% | 0% | ? | 1.0 | 59 | -10% | i | -15%
COc1ccc(-n2nc3c(c2NC(=O)C2CC2)CS(=O)C3)cc1 (stereo unspecified) | -0.1% | 8% | 8% | 0% | 0% | -1.7 | 39 | -3% | . | 3%
NNC(=O)c1cccc(S(=O)(=O)Nc2cccc(C(F)(F)F)c2)c1 | -0.1% | -2% | -9% | 17% | -15% | -1.7 | 53 | -1% | i | 1%
CC(CCc1ccccc1)NC(=O)c1ccco1 (stereo unspecified) | -0.4% | -8% | 8% | 2% | -5% | -1.3 | 63 | 9% | i | -3%
CN(C)S(=O)(=O)c1ccc(C(=O)NCC(c2cccs2)N2CCOCC2)cc1 (stereo unspecified) | . | . | -7% | 5% | . | 1.9 | 32 | . | . | -10%
CSc1ccc(NC(=O)N2CC(C)OC(C)C2)cc1 (stereo unspecified) | -0.3% | 14% | 0% | 7% | -1% | -1.1 | 41 | 12% | i | 8%
COc1ccc(NC(=O)CSc2ccccn2)cc1 | 0.0% | 15% | 4% | 2% | 5% | 0.8 | 68 | -4% | i | 7%
COc1cccc(C(=O)NCc2nnc(SCC(=O)Nc3nccs3)n2-c2cccc(C)c2)c1 | 0.1% | 8% | 9% | 10% | -1% | -0.4 | 62 | -2% | i | 0%
COc1ccc(Nc2nc(N)c([N+](=O)[O-])c(N3CCCC3)n2)cc1 | 0.0% | -3% | 5% | 0% | 9% | 1.3 | 111 | -8% | . | 8%
Cc1nn(-c2ccccc2)c(Cl)c1/C=N/NC(=O)c1ccn[nH]1 | 0.2% | -10% | -7% | 13% | 18% | 0.4 | 66 | 7% | . | -4%
COc1cccc(NC(=O)CNC(=O)c2ccc(C)cc2)c1 | -0.1% | -9% | 1% | 4% | 10% | 0.6 | 89 | 3% | i | -4%
COC(=O)c1ccc(C(=O)OC)c(NC(=O)CN2CCN(c3ccccc3)CC2)c1 | -0.1% | 10% | 9% | -3% | 34% | 2.2 | 52 | 12% | i | -3%
O=C(Nc1nc2ccccc2n1CCN1CCOCC1)c1ccc(COc2ccccc2Br)o1 | -0.8% | 2% | 8% | -2% | 11% | 4.3 | 63 | 11% | i | -1%
CC(C)(C)SCCNC(=O)/C=C/c1cccc([N+](=O)[O-])c1 | 0.6% | -5% | 2% | 4% | -10% | 0.2 | 42 | -8% | i | -2%
